# Bioassay records (PubChem)
# GRK2 inh – compounds blocking aptamer binding on GRK2 – biochemical, human GRK2, bead flow cytometry, HTS, primary screen; inhibition of aptamer binding, % at 10 µM; Beta-adrenergic receptor kinase 1 (Homo sapiens), P25098; AID 488847, 2010; 330,000 tested, 0.59% active; FAM-aptamer displacement from GRK2;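 active = inhibition of aptamer binding above 40%, roughly 3 SD of noise, on plates passing a quality check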;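 note: median bead fluorescence of bound FAM aptamer so fluorescent compounds give negative values; no value below 0 was filed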
# Target sequence (P25098 whole entry, looked up): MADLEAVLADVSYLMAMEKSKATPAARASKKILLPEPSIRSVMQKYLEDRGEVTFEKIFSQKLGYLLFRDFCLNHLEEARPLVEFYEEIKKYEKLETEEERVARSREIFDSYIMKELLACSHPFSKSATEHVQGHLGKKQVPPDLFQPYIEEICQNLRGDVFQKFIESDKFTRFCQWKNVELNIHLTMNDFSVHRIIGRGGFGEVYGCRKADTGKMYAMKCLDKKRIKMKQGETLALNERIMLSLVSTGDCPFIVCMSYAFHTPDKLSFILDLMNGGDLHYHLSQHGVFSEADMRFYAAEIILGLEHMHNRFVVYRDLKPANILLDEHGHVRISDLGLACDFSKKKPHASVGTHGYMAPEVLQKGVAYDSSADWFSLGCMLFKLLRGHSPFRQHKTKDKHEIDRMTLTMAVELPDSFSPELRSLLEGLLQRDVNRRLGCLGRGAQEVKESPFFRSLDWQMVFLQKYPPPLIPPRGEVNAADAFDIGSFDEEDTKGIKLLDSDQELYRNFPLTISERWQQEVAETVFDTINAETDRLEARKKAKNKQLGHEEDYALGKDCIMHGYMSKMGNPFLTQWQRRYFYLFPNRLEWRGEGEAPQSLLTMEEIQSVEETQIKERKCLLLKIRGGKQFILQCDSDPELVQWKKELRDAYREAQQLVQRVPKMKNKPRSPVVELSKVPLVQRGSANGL
# JMJD2C inh – inhibitors of GASC-1 histone demethylase, primary screen, biochemical, fluorescence, DELFIA europium. inhibition, % at 2.35 µM. GST-JMJD2C(1-420) H3K9me3 demethylation. Lysine-specific demethylase 4C (Homo sapiens), Q9H3R0. 330,000 tested, 0.069% active. AID 2099, 2009;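 active = more than half of a compound's replicate wells show inhibition beyond 50%, single wells judged on their own value; inconclusive = some, but no more than half, of replicates pass 50% inhibition; inactive = no replicate passes 50% inhibition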;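 note: signal counts dimethyl H3K9 product captured on neutravidin plate; 0% = median of DMSO wells and 100% = 0.3 times that DMSO median; strong numbers were not always called active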
# Target sequence (Q9H3R0 1-420 limits assumed): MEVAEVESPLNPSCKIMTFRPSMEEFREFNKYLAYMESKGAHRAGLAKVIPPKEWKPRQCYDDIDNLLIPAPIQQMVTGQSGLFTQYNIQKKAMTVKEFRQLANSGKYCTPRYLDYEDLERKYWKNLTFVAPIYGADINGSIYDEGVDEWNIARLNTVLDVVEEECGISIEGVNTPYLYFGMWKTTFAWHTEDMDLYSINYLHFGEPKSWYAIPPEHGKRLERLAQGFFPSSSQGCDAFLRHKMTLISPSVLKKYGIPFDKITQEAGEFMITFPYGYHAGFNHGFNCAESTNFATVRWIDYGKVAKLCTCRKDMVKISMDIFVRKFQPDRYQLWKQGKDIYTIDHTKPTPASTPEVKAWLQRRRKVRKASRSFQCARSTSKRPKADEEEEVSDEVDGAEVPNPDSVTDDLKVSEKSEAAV
# RPL19A-GFP yeast – RPL19A-GFP expression modulators in yeast, primary screen, cell-based, S. cerevisiae, multiplex flow cytometry, MLPCN; S. cerevisiae RPL19A-GFP strain, 3 h; stronger effect = lower value; percent response vs DMSO, % at 10 µM; 330,000 tested, 0.3% active;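 active = percent response vs DMSO below 50%; inconclusive = fewer than 70 events counted for the yeast strain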;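 note: median channel GFP fluorescence of the barcoded RPL19A-GFP strain; ratio of sample median GFP to plate DMSO average so 100% = DMSO; lower means less RPL19A-GFP as with rapamycin TOR inhibition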
# MEP2 TOR yeast – modulators of MEP2-GFP levels in yeast, primary screen, S. cerevisiae, multiplex flow cytometry, MLPCN library | S. cerevisiae MEP2-GFP strain, 3 h; 100% = DMSO control level | GFP response vs DMSO, % at 10 µM | 330,000 tested, 0.51% active | AID 2016, 2009;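 active = GFP response versus DMSO above a set limit, roughly screen mean plus 3 SD, cut at about 180% in these data; inconclusive = fewer than 70 cells counted for a yeast strain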;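 note: median GFP fluorescence of the barcode-gated MEP2-GFP cells per well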
# LAP4-GFP MLPCN – modulators of LAP4-GFP expression in yeast, primary screen, S. cerevisiae, multiplex flow cytometry, MLPCN library; 3 h; median GFP as percent of DMSO wells; GFP response vs DMSO, % at 10 µM; 320,000 tested, 0.34% active; AID 2023, 2009;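 active = GFP response vs DMSO above a set limit, about the screen mean plus 3 SD, cut at about 150% in these data; inconclusive = under 70 cell events counted for the yeast strain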
# AGP1-GFP MLPCN – modulators of AGP1-GFP expression in yeast TOR pathway, primary screen, cell-based, multiplex flow cytometry, S. cerevisiae, MLPCN library; 3 h; GFP as percent of DMSO wells; GFP response vs DMSO, % at 10 µM; 320,000 tested, 0.02% active;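 active = GFP response relative to DMSO above a set limit, near screen average plus 3 SD, cut at about 150% in these data; inconclusive = fewer than 70 cells counted for the yeast strain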;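 note: median GFP channel fluorescence of the gated AGP1 strain per well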
# VLA-4 inh – inhibition in human VLA-4 binding assay, primary screen, VLA-4 allosteric modulator project, MLPCN library, flow cytometry, VLA-4 expressing cells; Integrin alpha-4 (Homo sapiens), P13612; ligand binding flow cytometry; inhibition, % (about 7 µM as worked out from the volumes in the protocol); 330,000 tested, 0.2% active; AID 2557, 2010; in the data active = inhibition above about 50%
# CIT2 TOR yeast – modulators of CIT2-GFP expression in yeast, primary screen, S. cerevisiae, GFP fusion, multiplex flow cytometry, MLPCN library | 320,000 tested, 0.065% active | GFP response vs DMSO, % at 10 µM | S. cerevisiae CIT2-GFP strain, 3 h; 100 means same as DMSO wells | AID 2029, 2009;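 active = GFP response relative to DMSO above a set limit, near the screen mean plus 3 SD, cut at about 150% in these data; inconclusive = Fewer than 70 cells measured for a yeast strain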;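 note: ratio of well median GFP fluorescence to mean of DMSO wells on the plate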
# * hit, by the source's call; ? = inconclusive; · = no result given; & = joins results of further samples; ! = not active in a repeat; [ ] = dose if it differs, or a comment.
VLA-4 inh	GRK2 inh	RPL19A-GFP yeast	AGP1-GFP MLPCN	CIT2 TOR yeast	canonical_smiles	MEP2 TOR yeast	JMJD2C inh	LAP4-GFP MLPCN
7	0	97	117	101	Cc1cc(C)n(-c2ccc3nnc(C)n3n2)n1	98	7	114
0	1	102	93	92	Oc1ccc(-c2nnc(SCc3ccccc3)o2)cc1	102	-3	105
-3	1	98	101	95	Cc1csc(SCC(=O)NC(C)c2ccccc2)n1 (stereo not drawn)	99	12	89
4	0	97	86	85	CCCCNC(=O)O[C@H]1C[C@@H]2CCN3C(=O)CCC[C@H]([C@H]1CC)[C@H]23	86	1	120
-2	0	90	93	99	CCOC(=O)C1Cc2ccccc2CN1 (stereo not drawn)	89	0	90
7	0	90	87	85	COCCCNC(=O)CCCn1c(=O)c2ccccc2n(CC(=O)Nc2c(C)cccc2C)c1=O	77	6	85
16	0	106	100	100	CCCCCCNc1nc(-c2ccc(OC)cc2)c(CCC(=O)O)s1	101	-3	99
0	3	96	97	97	Cc1cccc(N2CCN(S(=O)(=O)c3c(C(=O)N4CCCCC4)c(C)n(C)c3C)CC2)c1C	96	-6	91
6	0	98	104	106	Cc1ccc(Cl)cc1-n1c(=O)cc(N2CC(C)OC(C)C2)[nH]c1=O (stereo not drawn)	98	107	94
2	1	100	103	96	CS(=O)(=O)N(Cc1ccccc1)c1ccc(C(=O)NCCSCc2ccco2)cc1	103	11	101
7	0	97	85	90	CCN1C(=O)N[C@@H](c2ccco2)C(C(=O)OC)=C1C	93	5	119
7	7	100	99	103	NS(=O)(=O)c1cccc(NC(=O)c2ccc3nc[nH]c3c2)c1	109	11	104
6	0	93	98	93	CCCOc1ccc(Cc2nc(N)nc(N)n2)cc1	96	?	94
-8	0	102	99	100	Cc1ccccc1NC(=O)c1ccccc1NS(=O)(=O)c1cccc2cccnc12	107	-11	91
5	4	94	99	95	COc1ccccc1Oc1ccc(NC(=O)Cc2ccccc2)cc1	99	-5	108
11	6	95	102	116	CC1(C)CC(=O)c2cnc(NC(=O)C3CCCC3)nc2C1	98	-15	101
-8	4	101	104	100	Cc1nc(N2CCOCC2)nc(Oc2ccccc2)c1[N+](=O)[O-]	96	11	104
2	3	104	97	101	O=C1CC(c2ccco2)Sc2nc3ccccc3n21 (stereo not drawn)	99	2	98
-15	0	101	98	104	CCn1c(=O)cc(SCC(=O)NCCN2CCN(Cc3ccccc3)CC2)c2ccccc21	91	2	100
-5	1	?	?	?	CCOC(=O)c1[nH]c(CSc2nnc(-c3ccc(OC)cc3)o2)c(C(=O)OCC)c1C	?	-6&3	?
12	0	100	100	102	COc1ccc(CC(=O)Nc2ccc(F)c(F)c2F)cc1S(=O)(=O)N1CCOCC1	103	17	100
10	4	93	99	96	COc1cc(C(=O)NCC(=O)OCC(=O)Nc2nnc(-c3ccccc3)o2)cc(OC)c1OC	98	19	106
23	0	100	100	100	Cc1ccc2[nH]c(C(=O)O)c(NC(=O)CN3CCN(c4cccc(C)c4C)CC3)c2c1	105	7	101
-9	0	102	105	105	CS(=O)(=O)c1ccc2nc(NC(=O)c3ccc(N4C(=O)CCC4=O)cc3)sc2c1	108	2	106
7	0	101	97	93	O=C(CN(c1ccc([N+](=O)[O-])cc1)S(=O)(=O)c1ccccc1)N1CCCCC1	100	-5	89
14	3	109	101	104	NC(=O)CCC(=O)N1CCCC(C(=O)c2ccc3c4c(cccc24)CC3)C1 (stereo not drawn)	99	3	96
13	1	102	102	109	c1ccc(C2c3c(ccc4ccccc34)Oc3ncn4nc(-c5ccco5)nc4c32)cc1 (stereo not drawn)	106	9	95
-7	2	101	111	97	Cc1ccc(CN2CC(C(=O)N3CCN(c4ccccc4Cl)CC3)CC2=O)cc1 (stereo not drawn)	100	·	108
-3	0	101	96	92	O=C(NC1CCSc2ccccc21)c1cccc(Br)c1 (stereo not drawn)	99	7	95
-11	2	102	108	100	C=CCNC(=O)c1ccccc1NC(=O)c1ccc(Cl)c(S(=O)(=O)Nc2cc(C)ccc2C)c1	103	4	96
20	2	97	98	101	Cc1ccc(Cl)cc1NC(=O)CCNC(=O)N1CC(=O)Nc2ccccc21	106	10	84
1	0	89	90	89	CCOC(=O)C1=C(N)N(c2ccc(N3CCCCC3)cc2)C(=O)C1	92	7	84
-19	0	102	93	99	N=c1c(S(=O)(=O)c2ccc(Cl)cc2)cc2c(=O)n3ccccc3nc2n1Cc1cccnc1	101	-2	91
1	1	?	?	93[may fluoresce red]	CCN(C(=O)CSc1nc2ccccc2c(=O)n1C(C)COC)C1CCS(=O)(=O)C1 (stereo not drawn)	?	-18	80[may fluoresce red]
14	0	96	96	98	CCOC(=O)c1cnn(-c2ccccc2)c1NC(=O)CSc1nnc(-c2cccs2)n1CC	106	3	99
3	0	107	101	108	Cc1ccc(/C=N/NC(=O)Cc2ccc(Cl)cc2)c(O)c1	107	-15	99
-4	10	111	114	108	O=C(CCc1nnc2ccc(NCc3ccco3)nn12)Nc1ccccn1	114	6	125
-5	0	105	107	98	C#Cc1ccc([C@@H]2C=C(C(=O)N3CCOCC3)O[C@H](OCCCCO)C2)cc1	112	-2	97
15	0	99	100	100	O=C(O)c1ccc(NCc2cccnc2)cc1	104	5	98
-34	2	95	93	99	CC(C)(C)C1CCc2c(sc(N)c2C(N)=O)C1 (stereo not drawn)	110	5	93

# Not a retest: entries from further up.
VLA-4 inh	GRK2 inh	RPL19A-GFP yeast	AGP1-GFP MLPCN	CIT2 TOR yeast	canonical_smiles	MEP2 TOR yeast	JMJD2C inh	LAP4-GFP MLPCN
15	0	99	100	100	O=C(O)c1ccc(NCc2cccnc2)cc1	104	5	98
-34	2	95	93	99	CC(C)(C)C1CCc2c(sc(N)c2C(N)=O)C1 (stereo not drawn)	110	5	93

# Remaining list, next part.
VLA-4 inh	GRK2 inh	RPL19A-GFP yeast	AGP1-GFP MLPCN	CIT2 TOR yeast	canonical_smiles	MEP2 TOR yeast	JMJD2C inh	LAP4-GFP MLPCN
11	4	101	106	103	CC(=O)Nc1cc(-c2nn3c(C)nnc3s2)ccc1C	108	0	108
2	3	98	100	·	COc1cccc(C2(O)CCN(C(=O)C3CCC3)CC2)c1	99	-2	86
5	3	99	104	112	CN1CCN(CCC2Oc3cc([N+](=O)[O-])ccc3NC2=O)CC1 (stereo not drawn)	100	16	104
-5	1	104	109	106	COc1ccc(S(=O)(=O)N(CC(=O)N2CCN(c3ccccc3OC)CC2)c2ccccc2)cc1	121	·	106
-7	0	95	94	106	COc1ccc(CNc2nc3nc(C)c(Cl)c(C)n3n2)cc1OC	98	9	93
4	3	108	110	105	CN(Cc1ccon1)C(=O)C1CCC(=O)N(Cc2ccc(Cl)cc2)C1 (stereo not drawn)	95	1	96
0	1	104	104	109	CC(C)N(C(=O)Cn1c(SCC(=O)NC2CC2)nc2ccccc21)C(C)C	106	-1	100
2	1	97	101	92	C/C(CC(=O)Nc1ccc([N+](=O)[O-])cc1)=N/NC(=O)C1C2CCCCC21 (stereo not drawn)	89	9	99
-12	0	97	98	89	CN1CCC(NC(=S)Nc2cccc([N+](=O)[O-])c2)CC1	93	-6	115
22	1	99	94	89	COc1ccc(C2C(C#N)=C(N)Oc3c2c(C)nn3-c2ccccc2)cc1Cn1nc(C)c([N+](=O)[O-])c1C (stereo not drawn)	97	12	94
4	1	96	96	105	CC(C)Cc1nnc(NC(=O)c2cc(-c3ccccc3)nc3ccccc23)s1	101	17	97
3	2	92	105	104	CCOc1ccc2[nH]c3c(N4CCN(C(=O)c5ccco5)CC4)ncnc3c2c1	97	-2	105
0	5	95	88	95	COc1ccc(NC(=O)Nc2cccnc2)c(OC)c1	89	-5	87
15	0	93	97	92	CN=C(Nc1cc(C)nn1-c1ccccc1)c1ccc(F)cc1	98	5	92
3	0	101	101	104	CCCCN(C(=O)COC(=O)c1ccccc1)c1c(N)n(CCC)c(=O)[nH]c1=O	104	0	99
5	0	97	103	93	COc1ccc2oc(C(=O)OCC(=O)NC(C)(C#N)C3CC3)c(C)c2c1 (stereo not drawn)	97	-10	106
15	0	98	104	100	COc1ccccc1NC(=O)c1nn(-c2ccc(Cl)cc2)ccc1=O	101	-27	99
-4	1	105	98	105	CCc1ccc(Nc2nnc(SCC(=O)NC(=O)c3cccn3C)s2)cc1	104	-10	86
5	2	97	95	100	O=C(c1ccc(F)cc1)c1cn[nH]c1-c1ccccc1O	98	18	97
-4	2	98	102	99	CC(NC(=O)c1cccs1)C(c1cccs1)N1CCN(Cc2ccccc2)CC1 (stereo not drawn)	107	0	104
9	3	99	98	100	CCC(CO)NCC#Cc1ccccc1 (stereo not drawn)	102	-20	97
-22	4	100	90	89	CC(Sc1ccccc1)C(=O)N1CCN(S(=O)(=O)c2ccccc2)CC1 (stereo not drawn)	95	-2	88
-8	2	100	99	105	Cn1nccc1C(=O)OCC(=O)Nc1cccc(Cl)c1	120	2	110
11	0	99	103	95	Cc1ccc2c(c1)C(=O)C(=O)N2CC(=O)Nc1ccccc1NC(=O)c1ccccn1	103	-9	103
24	0	104	61	82	COc1ccc([C@@H](OC)[C@@]2(Cc3ccc(O)cc3)N=C(N)N(C)C2=O)cc1	103	2	93
1	3	88	87	100	Cc1cc(C(F)(F)F)nn1Cc1n[nH]c(=S)n1-c1ccc(Cl)cc1	86	2	93
12	1	93	98	94	O=C(COC(=O)c1ccccc1-n1cnnn1)c1ccc(F)cc1	104	6	103
3	0	95	100	94	CC(=O)Nc1ccc(-c2csc(Nc3ncccn3)n2)cc1	95	-12	92
6	0	90	97	90	CC(CNC(=O)C(C)(C)C)NC(=O)C(C)(C)C (stereo not drawn)	104	-10	111
46	2	101	105	101	CC(=O)N1c2ccc(S(=O)(=O)N3CCCC(C(=O)Nc4ccc(C)cc4C)C3)cc2CC1C (stereo not drawn)	98	186	105
12	1	100	94	94	CC(C)(C)OC(=O)N1CCCN(C(=O)Nc2ccc(OC(F)(F)F)cc2)CC1	102	3	86
4	1	104	94	98	CC1(/[N+]([O-])=C/c2ccccc2F)CCCCC1=O (stereo not drawn)	107	-10	99
20	0	96	83	100	O=C(O)c1cnn(-c2nc(-c3ccc(Cl)c(Cl)c3)cs2)c1C(F)(F)F	104	3	111
-9	1	97	99	113	CCN(CC)S(=O)(=O)c1ccc(C(=O)Nc2nnc(NC(=S)Nc3ccccc3)s2)cc1	101	-14	99
9	0	99	99	100	CCOc1ccc(CCNC(=O)Cn2cccc2C(=O)c2ccccc2C)cc1OCC	104	9	97
-1&8	0&4	86&111	76&97	45&101	O=C(O)Cc1csc(-c2cccc(Oc3ccccc3)c2)n1	95&108	0&15	152*!
8	0	104	114	107	Cc1c(NS(=O)(=O)c2ccc(S(=O)(=O)c3ccccc3)s2)c(=O)n(-c2ccccc2)n1C	107	-4	109
-2	7	71	145	147	O=c1c2c(-c3ccc(Cl)cc3)csc2ncn1/N=C/c1cccc([N+](=O)[O-])c1O	575*	-12	201*
-14	0	101	104	101	COc1ccc(S(=O)(=O)N2CCOC2CNC(=O)C(=O)NCCCN2CCOCC2)cc1C (stereo not drawn)	95	23	99
3	0	107	108	98	O=C(NCc1cccs1)c1csc2c1CCCCC2	106	-7	111
